B2AR arrestin: beta2AR (human) beta-arrestin recruitment activity | P07550 | beta-arrestin recruitment to beta2AR, cell-based reporter | Potency, µM (doses to about 46.1 µM), for inactives: at the top dose activation, usual class: activators | 0.02% of 330,000 active | AID 492947;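 further: potency means the concentration at half of the fitted maximal effect; 0% = DMSO controls and full agonism = EC100 isoproterenol or metaproterenol; nearly all actives have a fitted effect of over 65% in size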
Target sequence (P07550 whole entry, looked up): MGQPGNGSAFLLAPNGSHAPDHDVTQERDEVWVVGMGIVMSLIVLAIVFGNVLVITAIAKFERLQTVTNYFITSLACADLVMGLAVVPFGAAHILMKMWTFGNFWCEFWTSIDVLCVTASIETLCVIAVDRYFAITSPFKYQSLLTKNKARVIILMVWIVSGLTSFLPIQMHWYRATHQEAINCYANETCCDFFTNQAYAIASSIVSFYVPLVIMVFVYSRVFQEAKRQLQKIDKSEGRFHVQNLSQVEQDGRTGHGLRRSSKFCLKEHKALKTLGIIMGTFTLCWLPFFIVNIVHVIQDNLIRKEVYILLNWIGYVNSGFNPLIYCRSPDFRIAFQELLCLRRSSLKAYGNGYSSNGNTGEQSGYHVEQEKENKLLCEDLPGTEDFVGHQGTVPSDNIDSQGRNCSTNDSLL
KCNH2 WT inh: blocks the wildtype human KCNH2 potassium channel. activity change, % at 1.84 µM. 0.37% of 340,000 active. U2OS, BacMam KCNH2, thallium flux FluxOr; hits give low values;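 active means maximum activity change below -70%; inconclusive means maximum activity change between -70% and -50%; inactive means maximum activity change above -50%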
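U2OS cells were transduced with wild-type KCNH2 virus (2.03 x 10^8 / mL) for 4 h at room temperature, then cultured overnight at 37 C. Thallium flux was read with FluxOr dye. Rate constants were normalized to DMSO controls.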
Eya2 inh: Eya2 (human) phosphatase inhibition; O00167; Potency, µM (titrated, usually from 76.9 µM), for inactives: at the highest dose activity, negative = inhibition, hits mostly inhibitors; recombinant Eya2, OMFP fluorescence dephosphorylation (OMFP is methylfluorescein phosphate); 0.006% of 330,000 active; further: potency means the concentration at half of the fitted maximal effect
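Eya2 (0.2 uM) preincubated 10 min at ambient with compound, then OMFP substrate added at 50 uM; 10 min reaction in 50 mM HEPES pH 7.5, 50 mM NaCl, 5 uM MgCl2, 0.05% BSA, 1 mM DTT. Fluorescence read at Ex 485/Em 525 nm.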
USP2a inh: inhibitors of human ubiquitin-specific protease USP2a. O75604. USP2 core, Ub-CHOP2 coupled fluorogenic reporter, 485/531. Potency, µM (doses to about 38.3 µM), for the others: top-dose activity change, negative = inhibition, actives largely listed as inhibitors. 0.01% of 330,000 active. AID 463254;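 further: potency means the concentration at half of the fitted maximal effect; plate controls were DMSO wells for no effect and full inhibition by NEM control for full effect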
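Deubiquitinase activity read as fluorescence (485/531 nm) after Ub-CHOP2 cleavage activates the enterokinase reporter on its substrate; USP2 core 10nM, Ub-CHOP2 and substrate 25nM each, 30min compound preincubation then 60min RT; data normalized to NEM, curves fitted.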
Giardia killer: Giardia lamblia killing. activity change, % at 7.66 µM, hits read low. 0.15% of 340,000 active. Giardia lamblia trophozoite viability; in the data active means activity change below about -80%; inconclusive means between about -30% and that limit;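 further: parasites exposed to compound for two days anaerobically before the ATP read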
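Killing of trophozoites was scored by loss of ATP luminescence after a 48 hrs anaerobic exposure to compounds at 37 deg C, using 100 cells per well.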
KCNH2 3.1 block: KCNH2 3.1 (human) potassium channel inhibition. U2OS KCNH2 3.1, thallium flux FluxOr; hits give low values. activity change, % (tested at about 1.8 µM). 0.95% of 340,000 active;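 active means maximum activity change below -70%; inconclusive means maximum activity change from -70% to -50%; inactive means maximum activity change above -50%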;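 further: thallium influx rate constant from kinetic fluorescence after stimulation buffer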
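Normalized rate constant (relative to positive and negative DMSO controls) derived from a 2 min kinetic fluorescence read after stimulation; U2OS cells expressing the 3.1 isoform via virus at 1.77 x 10^8 /mL.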
uPA surface inh: cell surface uPA generation inhibition; cell surface uPA generation assay, qHTS; 0.31% of 330,000 active; Potency, µM (titrated, usually from 38.3 µM), inactives show at the top dose activity change, negative = inhibition, most hits filed as inhibitors; active means well fitted inhibition curve with a large enough effect; inconclusive means small, poorly fitted or top-dose-only effect; inactive means no such curve, though single readings can be large or run the other way; tested in mouse RAW 264.7 cells; further: potency means the concentration at half of the fitted maximal effect; nearly all actives have a fitted effect of over 55% in size
Chronic BCR inh: chronic active BCR signaling inhibition | ABC-DLBCL IkBa-CBG/CBR reporter, luminescence ratio, 4 h | Potency, µM (doses to about 46.1 µM), without a hit: top-dose ratio change, negative = lower green/red ratio, actives largely listed as inhibitors | 0.05% of 340,000 active | AID 493014; active means well fitted inhibition curve with a large enough effect in the signal ratio, with a control signal flat, not every such curve was filed as active; inconclusive means small, poorly fitted or top-dose-only effect, or effect the other way, or a change in a side signal; the % refers to the signal ratio;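 further: potency means the concentration at half of the fitted maximal effect; plate controls were basal doxycycline-induced cells for no effect and cells given 10 µM MG132 for full effect; MG132 reads +100%, hits lower the ratio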
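Compounds up to 46 uM were incubated four hours with TMD8 cells whose green CBG68 luciferase is fused to IkappaBalpha; red CBR luminescence normalised the signal, and concentration-effect curves were fitted to fusion, red and ratio data.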
GALK inh: blocks human galactokinase activity; P51570; Purified GALK, Kinase-Glo residual ATP luminescence; Potency, µM (highest dose often 57.5 µM), without a hit: at the top dose activity change, negative = inhibition, most hits filed as inhibitors; 0.007% of 270,000 active; AID 1868; further: potency means the concentration at half of the fitted maximal effect
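Galactose (100 uM) and ATP (35 uM) were turned over by 5 nM GALK for 1 h at RT. Kinase-Glo Plus then converted the remaining ATP into a luminescent signal.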
Coupling enz: counter-screen for Giardia aldolase inhibitors: coupling enzyme system | coupling enzyme system counterscreen, AmpLite Red fluorescence | activity change, negative = inhibition, % at 58.2 µM, hits read low | 0.67% of 290,000 active | AID 2472; in the data active means activity change below about -30%
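Counterscreen lacking aldolase: glyceraldehyde-3-phosphate coupling-enzyme reagent preincubated 10 min at RT with compound (at 57.5 uM final), then substrate/coupling system with AmpLite Red added; fluorescence read at 525/598 nm after 20 min RT.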
PKM2 act: increases activity of human pyruvate kinase M2; Potency, µM (series often up to 57.5 µM), without a hit: at the highest dose activation, hits mostly activators; P14618; 0.34% of 260,000 active; AID 1631; purified PKM2, Kinase-Glo ATP luminescence, activation; response scale: 0% is enzyme alone, no compound; further: potency means the concentration at half of the fitted maximal effect; nearly all actives have a fitted effect of over 55% in size
Target sequence (P14618 whole entry, looked up): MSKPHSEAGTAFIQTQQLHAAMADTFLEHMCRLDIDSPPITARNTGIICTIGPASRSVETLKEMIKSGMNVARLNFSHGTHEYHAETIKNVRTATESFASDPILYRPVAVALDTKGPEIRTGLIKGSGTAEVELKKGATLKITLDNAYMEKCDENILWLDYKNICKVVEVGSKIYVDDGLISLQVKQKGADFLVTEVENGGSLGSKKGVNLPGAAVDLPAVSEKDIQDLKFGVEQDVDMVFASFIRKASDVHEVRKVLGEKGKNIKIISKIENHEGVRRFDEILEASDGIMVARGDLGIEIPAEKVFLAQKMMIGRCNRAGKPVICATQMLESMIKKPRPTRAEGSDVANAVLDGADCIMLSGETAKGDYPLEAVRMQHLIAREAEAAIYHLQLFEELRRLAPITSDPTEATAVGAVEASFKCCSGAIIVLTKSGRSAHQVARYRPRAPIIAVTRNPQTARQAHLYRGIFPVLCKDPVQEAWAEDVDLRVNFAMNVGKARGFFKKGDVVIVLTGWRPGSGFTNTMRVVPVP
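Purified hPK-M2 (>95%) run at intermediate activity with 0.1 mM ADP and 0.5 mM PEP in 50 mM imidazole pH 7.2, KCl, MgCl2; 1 h room temperature. ATP formed read by Kinase-Glo luminescence; normalized to uninhibited and no-enzyme controls.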
Numbers without * were called inactive; u = inconclusive; x = no result given; & = joins results of further samples. Unless noted, the call rests on the fitted dose curve; in most records, active means well fitted curve in the direction sought with a large enough effect; inconclusive means small, poorly fitted or top-dose-only effect, or another doubt; inactive means no such curve, though single readings can be large; an effect the other way counts as inactive or inconclusive. Unless noted, on the % scale 0 is the no-effect control and ±100 the full control effect. Rows are unselected (roughly 2.4% active in at least one column).

SMILES	B2AR arrestin	KCNH2 WT inh	Eya2 inh	USP2a inh	Giardia killer	KCNH2 3.1 block	uPA surface inh	Chronic BCR inh	GALK inh	Coupling enz	PKM2 act
O=C(C1=C[C@H](C2CC2)C[C@H](OCCCCO)O1)N1CCOCC1	0.0%	-89*	13%	2%	21	-24	4%	11%	2%	0	-4%
Cc1cc(C(=O)CC#N)c(C)n1-c1ccc(OC(F)F)cc1	0.2%	-28	6%	-7%	-23	-14	-5%	0%	0%	1	2%
Cc1c(N=Cc2ccco2)c(=O)n(-c2ccccc2)n1C	-0.4%	-10	-6%	-1%	-19	-5	-1%	-4%	1%	-1	-8%
Cc1ccccc1OCCN1CCC(Cc2ccccc2)CC1	-0.1%	-9	-15%	1%	-2	0	0%	-3%	2%	2	-1%
Cc1cc(C(=O)COC(=O)Cc2n[nH]c(=O)c3ccccc23)c(C)n1-c1ccc2c(c1)OCO2	5.6%	-8	-4%	2%	-2	x	-5%	-2%	-3%	-1	10%
COc1cccc(NS(=O)(=O)c2nc3nc(C)cc(C)n3n2)c1	0.5%	5	19%	2%	12	-14	5%	9%	2%	4	11%
Cc1cc[n+](-c2ccccc2)c2ccccc12	0.0%	-10	7%	3%	0	17	-3%	u	0%	-1	-2%
C[C@H](CO)N1C[C@H](C)[C@@H](CN(C)S(=O)(=O)c2cccs2)Oc2ccc(NC(=O)c3ccncc3)cc2C1=O	-0.6%	9	-2%	3%	0	13	2%	-5%	x	x	x
CC1CCN(C(=O)Cn2ncc3c4ccccc4n(C)c3c2=O)CC1	-1.4%	6	0%	-2%	-5	-12	-1%	3%	-1%	0	4%
CCOC(=O)c1ccccc1NC(=O)CSc1nccn1C	-0.1%	4	8%	-2%	7	7	-3%	6%	-3%	1	4%
O=C(Cn1cnc2ccccc21)Nc1ccc(C(=O)O)cc1	0.0%	1	4%	0%	-3	8	-3%	u	-2%	0	7%
Cn1c2ccccc2c2nnc(SCC(=O)NC3CCCC3)nc21	-0.4%	-10	-10%	4%	-19	-2	0%	2%	-2%	0	x
Cc1c(OCC(F)(F)F)ccnc1CSc1nc2ccccc2[nH]1	-0.6%	-13	-8%	4%	1	1	-3%	-18%	-2%	0	10%
Cc1ccc(-c2nc(CSCC(=O)NCC3CCCO3)c(C)o2)cc1 (configuration not stated)	0.5%	-8	2%	-5%	-4	-8	-5%	7%	2%	0	x
CC(=O)N1CCN(c2ccc(S(=O)(=O)NCCN(C(C)C)C(C)C)cc2[N+](=O)[O-])CC1	-1.2%	34	-1%	0%	0	14	2%	0%	0%	5	4%
CCCC(=O)Nc1ccc2c(c1)COC2=O	-0.7%	-18	-5%	0%	-2	14	-4%	3%	-1%	1	1%
C[C@H](NC(=O)c1ccccc1Cl)C(=O)OCCOc1cccc(Cl)c1	0.1%	0	-6%	1%	2	-4	19%	u	0%	2	-3%
CNc1ccc([N+](=O)[O-])cc1-c1nc2ccccc2[nH]c1=O	-0.4%	-3	-3%	1%	-2	-6	0%	u	8%	0	0%
COc1ccccc1N(CC(=O)Nc1ccccc1C(=O)NC(C)C)S(C)(=O)=O	0.1%	-13	-5%	0%	24	4	-9%	u	7%	1	1%
O=S(=O)(NCc1ccc(Cl)cc1)c1ccc(Cl)nc1	0.5%	-12	-8%	2%	16	-2	4%	5%	-3%	2	2%
COc1cccc(C(=O)OCC(=O)Nc2cc(C)c(C)cc2[N+](=O)[O-])c1	-0.5%	7	0%	2%	10	6	6%	u	4%	2	-6%
CP(C)(=O)CCP(=O)(c1ccccc1)c1ccccc1	-0.4%	-36	-11%	3%	11	8	-1%	-1%	1%	3	3%
O=C(CSc1ncnc2ccccc12)NCc1ccco1	-0.4%	1	-1%	-2%	-19	-23	0%	-10%	0%	0	15%
COc1cccc(NC(=O)C(=O)N2CCOCC2)c1	-0.3%	1	-5%	-2%	-14	-20	-5%	u	2%	-2	-24%
O=C(Cc1ccc(S(=O)(=O)N2CCOCC2)s1)N1CCN(S(=O)(=O)c2cccc([N+](=O)[O-])c2)CC1	-0.1%	-3	21%	-1%	-8	1	1%	2%	x	x	x
COc1ccc(S(=O)(=O)N2CCc3ccccc32)cc1[N+](=O)[O-]	0.1%	1	11%	0%	2	-4	u	-1%	4%	0	x
Cc1cc(Nc2ccccc2F)n2ncnc2n1	-0.1%	-6	1%	1%	5	-24	6%	-3%	1%	0	-2%
O=C(Nc1ccc(Cl)cc1-c1nc2ccccc2s1)c1ccco1	-0.3%	-6	9%	-1%	-1	-7	2%	-1%	3%	3	-2%
COc1ccc(-c2oc(/N=C/N3CCCC3)c(C#N)c2-c2ccc(OC)cc2)cc1	0.0%	-4	19%	4%	3	3	3%	u	-2%	-2	-3%
NC(=O)C1(c2ccccc2)CCC(=O)N1c1ccccc1 (configuration not stated)	-1.6%	0	1%	2%	-26	3	0%	u	-4%	1	-1%
Cc1onc(-c2c(Cl)cccc2Cl)c1C(=O)N1CCc2ccccc21	-0.2%	3	8%	3%	-9	-8	x	5%	1%	-4	-1%
c1ccc(-c2nc(C3CCCCC3)c3ccccc3n2)cc1	3.7%	0	9%	-1%	-15	5	4%	u	x	x	x
Cc1ccc(S(=O)(=O)N(CC(=O)Nc2ccc(Cl)c([N+](=O)[O-])c2)C2CCCCC2)cc1	-0.5%	2	-14%	2%	-12	1	-12%	u	0%	5	0%
O=C(O)c1ccc2c(=O)n3c(nc2c1)/C(=C/c1cccc(Cl)c1Cl)CCCC3	-0.8%	-17	2%	3%	-5	15	7%	u	0%	8	-1%
CCc1ccc(OCCNC(=O)c2ccco2)cc1	-0.5%	-22	-2%	4%	25	9	-16%	u	-1%	1	0%
COc1ccc2c(=O)c(-c3ccccc3)coc2c1	-0.8%	-13	5%	-2%	-4	1	u	u	15%	7&0	-16%

An excerpt from above in order of count of non-hydrogen atoms, smallest number first.
SMILES	B2AR arrestin	KCNH2 WT inh	Eya2 inh	USP2a inh	Giardia killer	KCNH2 3.1 block	uPA surface inh	Chronic BCR inh	GALK inh	Coupling enz	PKM2 act
CCc1ccc(OCCNC(=O)c2ccco2)cc1	-0.5%	-22	-2%	4%	25	9	-16%	u	-1%	1	0%
O=C(Nc1ccc(Cl)cc1-c1nc2ccccc2s1)c1ccco1	-0.3%	-6	9%	-1%	-1	-7	2%	-1%	3%	3	-2%
Cc1ccc(S(=O)(=O)N(CC(=O)Nc2ccc(Cl)c([N+](=O)[O-])c2)C2CCCCC2)cc1	-0.5%	2	-14%	2%	-12	1	-12%	u	0%	5	0%

Next part:
SMILES	B2AR arrestin	KCNH2 WT inh	Eya2 inh	USP2a inh	Giardia killer	KCNH2 3.1 block	uPA surface inh	Chronic BCR inh	GALK inh	Coupling enz	PKM2 act
COc1ccc(CN(C)C(=O)CNC(=O)CNC(=O)c2ccc(Cl)cc2Cl)cc1F	0.1%	-11	-1%	1%	-1	4	-3%	3%	-1%	3	0%
N#CC[C@H](c1ccccc1)N1CCN(Cc2ccccc2)CCC1=O	-0.2%	-3	-9%	2%	-1	5	7%	1%	x	1	4%
O=C1NC(=Nc2cccc(Cl)c2)SC1Cc1cccc(Cl)c1Cl (configuration not stated)	-0.1%	4	10%	-2%	8	-50	8%	-2%	-4%	0	-1%
COc1cc2ccccc2cc1C(=O)NC(=S)Nc1nnn(C)n1	0.0%	-1	3%	-1%	5	0	1%	7%	-3%	1	-1%
Cc1ccccc1NC(=O)c1nc[nH]c1C(=O)NCc1ccccc1	-0.6%	4	-24%	-1%	18	18	6%	u	1%	-5	-11%
O=C(Nc1ncnc2sc3c(c12)CCCC3)c1ccncc1	0.2%	4	-3%	0%	-5	-3	-1%	2%	-8%	3	1%
Cc1cc(C)cc(OCC(=O)NNC(=O)CN2C(=O)c3ccccc3C2=O)c1	0.0%	13	5%	2%	-28	2	2%	-4%	x	4	-3%
CCN1CCN(c2cc(=O)n(Cc3ccc(F)cc3)c(=O)[nH]2)CC1	-0.2%	x	1%	9%	6	-5	12%	1%	-1%	1	-4%
NC(N)=N/N=C/c1ccc(Br)cc1	-0.8%	36	-7%	0%	u	-22	u	-28%	-2%	0	0%
CC(C)(C)C(=O)Cn1c(=N)n(Cc2ccccc2Cl)c2ccccc21	-0.1%	-11	-11%	7%	10	-5	7%	-9%	4%	1	4%
CCOC(=O)c1cc2c(n(-c3ccc(Cl)cc3)c1=O)CCCC2=O	0.3%	13	-1%	5%	21	-3	4%	0%	0%	0	-2%
Cc1cccc(NC(=O)Cn2cc([N+](=O)[O-])cn2)n1	0.2%	0	3%	3%	11	5	2%	12%	1%	0	4%
Cc1ccc(SCCNC(=O)c2ccc(C)c(S(=O)(=O)Nc3cccc(C)c3)c2)cc1	-1.0%	4	1%	-2%	-10	-36	-19%	u	-2%	-3	-1%
C/C(Cl)=C/CSc1nnc2n(N)c(=O)c3ccccc3n12	-0.2%	7	1%	-4%	-15	-8	-3%	9%	1%	x	6%
CC1CN(C(=S)NC(=O)c2ccccc2)CC(C)O1 (configuration not stated)	-0.2%	-5	17%	-2%	-9	10	-1%	u	-2%	x	-2%

Source: PubChem BioAssay
